Assay outcomes deposited in PubChem by Broad Institute.
Pf Dd2 inh: P. falciparum Dd2 growth inhibition; SYBR Green, 72 h; active compounds read low; activity change, % at 10 µM; 94,000 compounds, 2.3% hits; AID 1159554; in the data active = activity change below about -80%; inconclusive = no clear call, values can overlap the other calls
C diff growth: C. difficile growth inhibition | Clostridium difficile clinical isolate growth, OD600, 24 h; active compounds read low | growth activity, negative = inhibition, % at 16 µg/mL (by protocol) | 86,000 compounds, 0.25% hits;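 active = mean growth activity at or below -80% and every replicate also at or below -80%; inconclusive = mean at or below -80% but some replicate above -80%; inactive = mean growth activity above -80%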;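 also: 0% = DMSO wells and -100% = levofloxacin 16 µg/mL wells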
GASC1 inh: blocks human GASC-1 (KDM4C) demethylase activity | AID 720574 | 96,000 compounds, 0.15% hits | GST-KDM4C 2-372, H3K9me3 peptide, LANCE TR-FRET | inhibition, % at 12.5 µM | Q9H3R0;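 active = mean replicate inhibition above about 25%, with at least 55% of replicates also reaching it, limit read from the data, passing the limit was not always enough; inconclusive = only one of those two conditions met; inactive = neither condition met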
Target sequence (Q9H3R0 2-372 limits assumed): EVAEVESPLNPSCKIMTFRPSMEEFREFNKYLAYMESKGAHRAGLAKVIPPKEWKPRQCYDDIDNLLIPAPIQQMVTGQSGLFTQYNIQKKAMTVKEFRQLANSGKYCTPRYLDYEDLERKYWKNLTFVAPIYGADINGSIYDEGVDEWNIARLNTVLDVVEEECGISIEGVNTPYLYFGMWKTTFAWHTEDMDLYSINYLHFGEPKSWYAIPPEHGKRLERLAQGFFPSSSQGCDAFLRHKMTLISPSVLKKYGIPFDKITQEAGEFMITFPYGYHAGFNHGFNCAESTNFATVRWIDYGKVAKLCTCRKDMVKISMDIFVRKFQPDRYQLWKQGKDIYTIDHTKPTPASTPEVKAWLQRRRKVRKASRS
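Material: GST-tagged GASC-1 (JMJD2C) catalytic fragment, aa 2-372. Input: enzyme final amount 10 nM. Medium: HEPES buffer, pH 7.5, plus ascorbate. Reagent: H3K9me3 peptide substrate, Fe(II), 2-oxoglutarate. Doses: single dose. Times: reaction 30 min RT, detection step 1 h RT. Measured by: LANCE TR-FRET. Evaluation: Fall in 671/618 emission ratio as inhibition.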
T cruzi growth: T. cruzi proliferation inhibition; T. cruzi beta-gal in NIH3T3, GalScreen luminescence, 90 h; inhibition, % at 8.34 µM; 77,000 compounds, 5.9% hits;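 active = mean inhibition above about 93%, with at least 55% of replicates each passing it, limit read from the data, passing the limit was not always enough; inconclusive = only one of those two conditions holds; inactive = neither condition holds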
Active calls of the source: *; i = inactive; ? = inconclusive; / = not tested or not shown; & = joins results of further samples.

Start of the listing, in advance (2 entries):
1	C[C@@H]1CN([C@H](C)CO)C(=O)Cc2cc(NS(=O)(=O)c3cn(C)cn3)ccc2O[C@@H]1CN(C)C(=O)Nc1ccc(C(F)(F)F)cc1
2	CCCC(=O)Nc1ccc2c(c1)C(=O)N(C)C[C@H](OC)[C@H](C)CN(C(=O)C1CCCC1)[C@@H](C)CO2

compound no.	1	2
Pf Dd2 inh	16	2
C diff growth	-2	3
GASC1 inh	-1.1	-0.3
T cruzi growth	-41	-12

Results, previewed entries included:
1	C[C@@H]1CN([C@H](C)CO)C(=O)Cc2cc(NS(=O)(=O)c3cn(C)cn3)ccc2O[C@@H]1CN(C)C(=O)Nc1ccc(C(F)(F)F)cc1
2	CCCC(=O)Nc1ccc2c(c1)C(=O)N(C)C[C@H](OC)[C@H](C)CN(C(=O)C1CCCC1)[C@@H](C)CO2
3	C[C@H]1CN([C@@H](C)CO)C(=O)Cc2cc(NC(=O)C3CCCCC3)ccc2O[C@H]1CN(C)C(=O)Nc1ccc2c(c1)OCO2
4	C[C@H](CO)N1C[C@H](C)[C@H](CN(C)Cc2ccncc2)Oc2c(NC(=O)c3nc4ccccc4s3)cccc2C1=O
5	CCCC#Cc1ccc2c(c1)[C@@H]1[C@@H](CCN1S(=O)(=O)c1ccccc1F)[C@@H](CO)N2
6	C[C@H](CO)N1C[C@H](C)[C@@H](CN(C)S(=O)(=O)c2ccc(Cl)cc2)OCc2ccccc2-c2ccccc2C1=O

compound no.	1	2	3	4	5	6
Pf Dd2 inh	16	2	32	-18	-64	-39
C diff growth	-2	3	-3	3	-4	2
GASC1 inh	-1.1	-0.3	0.6	1.0	-3.5	0.4
T cruzi growth	-41	-12	9	/	/	95

7	COc1ccc2c3c([nH]c2c1)[C@@H](CO)N(C)CC31CCN(C(=O)c2cccnc2)CC1
8	CO[C@@H]1CC[C@@H]2CCN(C)C(=O)C[C@@H](c3ccccc3)CN(C)C(=O)c3cccc(C#N)c3OC[C@H]1O2
9	CCC(=O)N1CC2(C1)CN(C(=O)Nc1ccc(F)cc1)[C@H](CO)c1c2c2ccc(OC)cc2n1C
10	C[C@H]1CCCCO[C@@H](CN(C)C(=O)c2ccccc2)[C@@H](C)CN([C@@H](C)CO)C(=O)c2cc(NC(=O)Nc3ccc(F)cc3)ccc2O1
11	COc1ccc(S(=O)(=O)Nc2ccc3c(c2)CC(=O)N([C@@H](C)CO)C[C@H](C)[C@@H](CN(C)S(=O)(=O)c2ccccc2)O3)cc1
12	CO[C@H]1CN(C)C(=O)c2cc(NC(C)=O)ccc2OC[C@H](C)N(C(=O)C2CC2)C[C@@H]1C

compound no.	7	8	9	10	11	12
Pf Dd2 inh	-12	/	-20	-68	-9	13
C diff growth	3	-3	-4	-13	11	-6
GASC1 inh	-0.3	-0.5	0.2	-2.6	-0.3	0.4
T cruzi growth	/	1	/	?	9	i

13	C[C@@H]1CCCCO[C@@H](CN(C)Cc2ccccc2)[C@@H](C)CN([C@@H](C)CO)C(=O)c2cc(NC(=O)Cc3ccccc3)ccc2O1
14	COc1ccc(NC(=O)Nc2ccc3c(c2)[C@H]2C[C@H](CC(=O)NCc4ccncc4)O[C@H](CO)[C@H]2O3)cc1
15	C[C@@H]1CN([C@@H](C)CO)C(=O)c2ccccc2-c2ccccc2CO[C@@H]1CN(C)C(=O)Nc1cccc(F)c1
16	CCC(=O)N(C)C[C@@H]1Oc2ncc(C#Cc3ccccc3)cc2C(=O)N([C@@H](C)CO)C[C@H]1C
17	CCCC(=O)Nc1ccc2c(c1)C(=O)N(C)C[C@@H](OC)[C@@H](C)CN(Cc1ccccn1)[C@@H](C)CO2
18	C[C@@H](NC(=O)C[C@H]1C[C@H]2c3cc(NC(=O)C4CCOCC4)ccc3O[C@H]2[C@@H](CO)O1)c1ccccc1

compound no.	13	14	15	16	17	18
Pf Dd2 inh	-49	21	-17	-17	-15	5
C diff growth	3	0	/	-7	/	/
GASC1 inh	0.0	-0.1	-0.7	0.0	-0.2	0.5
T cruzi growth	/	/	49	87	-3	-16

19	O=C(C[C@@H]1C=C[C@@H](NC(=O)c2ccncc2)[C@@H](CO)O1)NCC1CC1
20	CC(C)NC(=O)N(C)C[C@@H]1Oc2cc(-c3cncnc3)ccc2S(=O)(=O)N([C@H](C)CO)C[C@H]1C
21	CO[C@H]1CN(C)C(=O)c2ccc(NC(=O)C3CCC3)cc2OC[C@H](C)N(Cc2ccccn2)C[C@H]1C
22	Cc1ccccc1S(=O)(=O)N1CC(=O)N2[C@H](CO)[C@H](c3ccc(C#CCC(C)C)cc3)[C@H]2C1
23	CCC(=O)N(C)C[C@H]1Oc2cc(C3=CCCC3)ccc2S(=O)(=O)N([C@@H](C)CO)C[C@@H]1C
24	C[C@@H]1CN([C@@H](C)CO)S(=O)(=O)c2ccc(C#CC3CC3)cc2O[C@H]1CN(C)C(=O)c1cccnc1

compound no.	19	20	21	22	23	24
Pf Dd2 inh	4	29	-2	-64	-11	-18
C diff growth	/	-3	/	-1	-8	-2
GASC1 inh	1.0	-1.5	4.7	0.1	3.1	-1.3
T cruzi growth	8	-5	43	/	42	47

25	CCCNC(=O)N1C[C@H](O)COC[C@@H]2O[C@@H](CC(=O)N3CCCCC3)CC[C@H]21
26	C/C=C/c1ccc([C@H]2[C@@H](CO)N(C(=O)CC)[C@@H]2CNC(=O)C2CC2)cc1
27	Cc1cc(C(=O)Nc2cccc3c2O[C@@H](CN(C)S(C)(=O)=O)[C@@H](C)CN([C@@H](C)CO)C3=O)n(C)n1
28	COCC(=O)Nc1ccc2c(c1)C(=O)N(C)[C@H]1CC[C@@H](CC(=O)NCc3ccccc3)O[C@H]1CO2
29	N#C[C@H]1[C@H](c2ccccc2)[C@@H](CO)N1S(=O)(=O)c1ccc(F)cc1
30	C/C=C/c1ccc(C2[C@@H]3CN(S(=O)(=O)c4ccc(C)cc4)C[C@H]2N3)cc1 (some centres not stated)

compound no.	25	26	27	28	29	30
Pf Dd2 inh	1	2	-9	1	19	-67&-60
C diff growth	/	8	8	12	4	-15&-3
GASC1 inh	-2.1	-1.8	0.1	3.1	-1.2	0.1&-3.1
T cruzi growth	30	-14	61	34	24	/

31	CC(C)NC(=O)N1[C@H](C#N)[C@H](c2ccccc2-c2ccc(F)cc2)[C@@H]1CO
32	CN(C)CC(=O)N1[C@H](C#N)[C@@H](c2ccc(C#CC3CCCC3)cc2)[C@@H]1CO
33	O=C(C[C@@H]1CC[C@H]2NC[C@@H](O)COC[C@@H]2O1)Nc1ccc(-c2ccccc2)cc1
34	CC(C)NC(=O)Nc1ccc2c(c1)C(=O)N([C@@H](C)CO)C[C@@H](C)[C@H](CN(C)C(=O)CCCN(C)C)OCCCC[C@H](C)O2
35	C[C@@H]1CCCCO[C@H](CN(C)C(=O)c2ccccc2)[C@@H](C)CN([C@@H](C)CO)C(=O)c2cc(NC(=O)Nc3ccc4c(c3)OCO4)ccc2O1
36	C[C@@H]1CCCCO[C@@H](CN(C)C(=O)Nc2cccc3ccccc23)[C@H](C)CN([C@@H](C)CO)C(=O)c2cc(NS(=O)(=O)c3ccc(F)cc3)ccc2O1

compound no.	31	32	33	34	35	36
Pf Dd2 inh	-90*	4	-19	34	-81*	-36
C diff growth	-2	-3	7&-1	-6	4	-2
GASC1 inh	2.7	1.5	0.5	2.5	0.2	-0.8
T cruzi growth	/	?	-64	22	36	105*

37	C[C@@H]1CN([C@@H](C)CO)S(=O)(=O)c2ccc(-c3cncnc3)cc2O[C@@H]1CN(C)C(=O)c1ccc2c(c1)OCO2
38	CCS(=O)(=O)Nc1ccc2c(c1)C(=O)N(C)C[C@H](OC)[C@H](C)CN(C)[C@@H](C)CO2
39	CCCC#Cc1cnc2c(c1)C(=O)N([C@H](C)CO)C[C@H](C)[C@@H](CN(C)C(=O)C1CC1)O2
40	Cc1ccc(S(=O)(=O)N2C[C@@H](O)COC[C@@H]3O[C@@H](CC(=O)N[C@@H]4CCN(Cc5ccccc5)C4)CC[C@H]32)cc1
41	COc1cccc(-c2ccc([C@H]3[C@H]4CN(C(=O)C5CCCCC5)CC(=O)N4[C@H]3CO)cc2)c1
42	O=C(N[C@@H]1CC[C@H](CCNS(=O)(=O)c2ccc(Cl)cc2)O[C@H]1CO)c1cnccn1

compound no.	37	38	39	40	41	42
Pf Dd2 inh	-32	10	6	-9	-55	24
C diff growth	-1	-1	0	/	0	0
GASC1 inh	19	-0.9	1.2	-1.2	-1.1	0.3
T cruzi growth	25	-1	5	63	/	-46

43	Cc1cc(C(=O)Nc2cccc3c2O[C@@H](CN(C)Cc2ccc(Oc4ccccc4)cc2)[C@H](C)CN([C@@H](C)CO)C3=O)n(C)n1
44	C[C@H]1CN([C@@H](C)CO)C(=O)c2ccccc2-c2ccccc2CO[C@H]1CN(C)Cc1cccc(C(F)(F)F)c1
45	C[C@H](CO)N1C[C@H](C)[C@H](CN(C)C(=O)C2CCCCC2)Oc2ncc(-c3ccccc3)cc2C1=O
46	C[C@H](CO)N1C[C@H](C)[C@@H](CN(C)C(=O)Nc2ccc(C(F)(F)F)cc2)Oc2ccc(NS(=O)(=O)c3ccc(F)cc3)cc2CC1=O
47	CCC(=O)NC[C@@H]1N[C@@H](CO)[C@H]1c1ccc(-c2cccc(C#N)c2)cc1
48	Cc1ccccc1S(=O)(=O)N1[C@H](C#N)[C@H](c2ccc(C#CC3CCCC3)cc2)[C@@H]1CO

compound no.	43	44	45	46	47	48
Pf Dd2 inh	-26	-79	-29	-61	-52	-90*
C diff growth	12	8	-4	4	-2	8
GASC1 inh	-1.6	1.4	-0.9	-1.3	-1.3	-0.5
T cruzi growth	52	/	-11	27	21	/

49	CCCN1C[C@@H](C)[C@@H](OC)CN(C)C(=O)c2cc(NS(=O)(=O)c3ccccc3)ccc2OC[C@H]1C
50	C[C@H](CO)N1C[C@H](C)[C@@H](CN(C)S(=O)(=O)c2ccccc2)Oc2ccc(NC(=O)CCCCCC(=O)Nc3ccccc3N)cc2CC1=O
51	COc1cccc(-c2ccc([C@H]3[C@@H](CO)N4CCCCN(C(=O)c5ccc6c(c5)OCO6)C[C@H]34)cc2)c1
52	CC(C)CC#Cc1cnc2c(c1)C(=O)N([C@@H](C)CO)C[C@H](C)[C@@H](CN(C)C(=O)CCN1CCCCC1)O2
53	C[C@@H]1CN([C@H](C)CO)C(=O)c2cc(NS(=O)(=O)c3ccc(Cl)cc3)ccc2O[C@@H]1CN(C)C(=O)Nc1ccccc1
54	CCCNC(=O)C[C@H]1CC[C@H]2[C@@H](COc3ccc(NC(=O)C4CCOCC4)cc3C(=O)N2C)O1

compound no.	49	50	51	52	53	54
Pf Dd2 inh	2	-23	-18	-39	17	13
C diff growth	/	-1	2	1	-4	-4
GASC1 inh	1.2	1.6	1.2	-2.0	0.3	-0.8
T cruzi growth	6	27	110*	11	-3	/

55	Cc1ccccc1S(=O)(=O)NCC[C@@H]1CC[C@@H](NC(=O)C2CC2)[C@H](CO)O1
56	C[C@@H]1CN([C@H](C)CO)C(=O)c2cc(C3=CCCC3)cnc2O[C@H]1CN(C)S(C)(=O)=O
57	CO[C@H]1CN(C)C(=O)c2ccc(NC(C)=O)cc2OC[C@H](C)N(C(=O)c2ccncc2)C[C@@H]1C
58	CN1C(=O)c2cc(NC(=O)c3ccc(F)c(F)c3)ccc2OC[C@@H]2O[C@@H](CC(=O)O)CC[C@@H]21
59	COC(=O)C[C@@H]1CC[C@@H]2[C@H](COc3ccc(NC(=O)Nc4ccccc4C)cc3C(=O)N2C)O1
60	C[C@@H]1CN([C@H](C)CO)C(=O)c2cc(NC(=O)NC3CCCCC3)ccc2O[C@H]1CN(C)C(=O)Nc1ccccc1

compound no.	55	56	57	58	59	60
Pf Dd2 inh	-2	12	-20	-4	-4	1
C diff growth	-2	-1	/	-5	13	-1
GASC1 inh	-3.5	-1.1	1.1	-0.4	-0.6	1.5
T cruzi growth	/	/	21	21	2	35

61	CCCC#Cc1ccc2c(c1)O[C@H](CN(C)C(=O)C1CC1)[C@H](C)CN([C@H](C)CO)S2(=O)=O
62	OC[C@@H]1[C@@H](c2ccccc2)C2(CN(Cc3cccnc3)C2)N1Cc1cccnc1
63	C[C@H](CO)N1C[C@H](C)[C@@H](CN(C)Cc2ccc(C(=O)O)cc2)OCCCC[C@H](C)Oc2ccc(NC(=O)c3ccccc3)cc2C1=O
64	C[C@H](CO)N1C[C@H](C)[C@@H](CN(C)Cc2ccc(Cl)c(Cl)c2)Oc2ccc(NC(=O)C3CC3)cc2C1=O

compound no.	61	62	63	64
Pf Dd2 inh	-51	-65	12	6
C diff growth	4	-1	3	-2
GASC1 inh	-1.4	0.5	1.4	-0.7
T cruzi growth	27	/	20	38

An excerpt from above in order of their number in GASC1 inh, high to low.
#	Compound	GASC1 inh
63	C[C@H](CO)N1C[C@H](C)[C@@H](CN(C)Cc2ccc(C(=O)O)cc2)OCCCC[C@H](C)Oc2ccc(NC(=O)c3ccccc3)cc2C1=O	1.4
62	OC[C@@H]1[C@@H](c2ccccc2)C2(CN(Cc3cccnc3)C2)N1Cc1cccnc1	0.5
64	C[C@H](CO)N1C[C@H](C)[C@@H](CN(C)Cc2ccc(Cl)c(Cl)c2)Oc2ccc(NC(=O)C3CC3)cc2C1=O	-0.7

Random draw from the library; overall some 7.3% were active at least once.
